Assay outcomes from PubChem BioAssay.
hERG WT inh: qHTS for Inhibitors of KCHN2 3.1: Wildtype qHTS; AID 720551, 2013; U2OS, BacMam KCNH2, thallium flux FluxOr; stronger effect = lower value; activity change, % at 1.84 µM; Voltage-gated inwardly rectifying potassium channel KCNH2 (Homo sapiens), Q12809; 0.37% of 340,000 active;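 active = maximum activity change below -70%; inconclusive = maximum activity change between -70% and -50%; inactive = maximum activity change above -50%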; also: % is scaled to controls: 0 for no effect and ±100 for the full control effect
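U2OS cells transduced with wild-type KCNH2 virus are loaded with FluxOr dye for 45 min, and thallium flux is measured in kinetic reads before and after stimulation buffer. Rate constants are normalized to DMSO controls.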
B2AR arrestin: qHTS assay of beta-arrestin-biased ligands of beta2-adrenergic receptor | beta-arrestin recruitment to beta2AR, cell-based reporter | Potency, µM (top dose mostly 46.1 µM), for inactives: top-dose activation, actives largely listed as activators | 0.02% of 330,000 active | AID 492947, 2010;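 also: potency is read from the fitted curve at half-maximal effect; 0% = DMSO controls and full agonism = EC100 isoproterenol or metaproterenol; nearly all actives have a fitted effect of over 65% in size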
USP2a inh: qHTS Assay for Inhibitors of Ubiquitin-specific Protease USP2a Using CHOP2 as the Reporter | USP2 core, Ub-CHOP2 coupled fluorogenic reporter, 485/531 | Potency, µM (titrated, usually from 38.3 µM), without a hit: at the highest dose activity change, negative = inhibition, most hits filed as inhibitors | 0.01% of 330,000 active;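 also: potency is read from the fitted curve at half-maximal effect; plate controls were DMSO wells for no effect and full inhibition by NEM control for full effect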
Target sequence (O75604 whole entry, looked up): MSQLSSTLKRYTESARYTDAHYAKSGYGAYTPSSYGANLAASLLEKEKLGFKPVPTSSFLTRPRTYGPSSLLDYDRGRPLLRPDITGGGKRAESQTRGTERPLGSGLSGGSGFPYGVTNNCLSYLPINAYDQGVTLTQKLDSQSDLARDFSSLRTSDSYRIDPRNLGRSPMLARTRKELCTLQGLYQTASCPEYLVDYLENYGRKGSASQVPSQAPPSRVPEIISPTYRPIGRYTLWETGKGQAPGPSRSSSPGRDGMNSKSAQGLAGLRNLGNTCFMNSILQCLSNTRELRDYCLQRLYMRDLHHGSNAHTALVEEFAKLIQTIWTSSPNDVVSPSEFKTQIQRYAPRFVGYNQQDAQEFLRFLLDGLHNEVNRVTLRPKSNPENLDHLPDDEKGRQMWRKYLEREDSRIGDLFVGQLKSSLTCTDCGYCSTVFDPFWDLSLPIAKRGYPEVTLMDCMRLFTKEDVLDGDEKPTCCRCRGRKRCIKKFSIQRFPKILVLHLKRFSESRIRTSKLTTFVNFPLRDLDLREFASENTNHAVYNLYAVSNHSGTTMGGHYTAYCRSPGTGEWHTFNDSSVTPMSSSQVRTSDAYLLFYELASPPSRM
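Deubiquitinase activity read as fluorescence (485/531 nm) after Ub-CHOP2 cleavage activates the enterokinase reporter on its substrate; USP2 core 10nM, Ub-CHOP2 and substrate 25nM each, 30min compound preincubation then 60min RT; data normalized to NEM, curves fitted.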
KCNH2 3.1 inh: qHTS for Inhibitors of KCHN2 3.1: Mutant qHTS. U2OS KCNH2 3.1, thallium flux FluxOr; stronger effect = lower value. activity change, % (tested at about 1.8 µM). 0.95% of 340,000 active;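 active = maximum activity change below -70%; inconclusive = maximum activity change from -70% to -50%; inactive = maximum activity change above -50%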;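 also: thallium influx rate constant from kinetic fluorescence after stimulation buffer; % is scaled to controls: 0 for no effect and ±100 for the full control effect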
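Normalized rate constant (relative to positive and negative DMSO controls) derived from a 2 min kinetic fluorescence read after stimulation; U2OS cells expressing the 3.1 isoform via virus at 1.77 x 10^8 /mL.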
FBPA coupling cs: qHTS Assay for Inhibitors of Fructose-1,6-bisphosphate Aldolase from Giardia Lamblia: Coupling assay counterscreen; 0.67% of 290,000 active; coupling enzyme system counterscreen, AmpLite Red fluorescence; activity change, negative = inhibition, % at 58.2 µM, hits read low; in the data active = activity change below about -30%; also: % is scaled to controls: 0 for no effect and ±100 for the full control effect
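Fluorescence at 525 nm excitation and 598 nm emission measured inhibition of the coupled detection system without aldolase. Compounds (at 57.5 uM final) were preincubated 10 min at room temperature with coupling enzyme reagent before a 20 min substrate/AmpLite Red step.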
Giardia kill: Small Molecules that selectively kill Giardia lamblia: qHTS; Giardia lamblia trophozoite viability; activity change, % at 7.66 µM, hits read low; 0.15% of 340,000 active; in the data active = activity change below about -80%; inconclusive = between about -30% and that limit;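 also: parasites exposed to compound for two days anaerobically before the ATP read; % is scaled to controls: 0 for no effect and ±100 for the full control effect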
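Killing of trophozoites was scored by loss of ATP luminescence after a 48 hrs anaerobic exposure to compounds at 37 deg C, using 100 cells per well.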
CXXC DNA block: qHTS Fluorescence Polarization Assay for Inhibitors of MLL CXXC domain - DNA interaction. Potency, µM (doses to about 115 µM), for the others: at the highest dose activity change, negative = inhibition, usual class: inhibitors. MLL-CXXC / FITC-HOXA9 DNA fluorescence polarization. 0.037% of 290,000 active. Histone-lysine N-methyltransferase 2A (Homo sapiens), Q03164. AID 2662, 2010; active = well fitted inhibition curve with a large enough effect in the polarisation, with a control signal flat, not every such curve was filed as active; inconclusive = small, poorly fitted or top-dose-only effect, or effect the other way, or a change in a side signal; inactive = no such curve, though single readings can be large or run the other way; the % refers to the polarisation; also: potency is read from the fitted curve at half-maximal effect
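Steps: dispense CXXC domain solution (7 uM) → pin compounds or unlabeled HOX-A9 DNA control → 5 min ambient → add FLSN-HOX-A9 solution (50 nM) → spin → 30 min ambient → fluorescence polarization. Tris pH 7.5/NaCl/DTT/BSA buffer.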
Menin-MLL TR inh: qHTS Assay for Inhibitors Targeting the Menin-MLL Interaction in MLL Related Leukemias: Competition With Texas Red Labeled MLL-derived Mutant Peptide; Menin + Texas Red MLL mutant peptide, fluorescence polarization; Potency, µM (titrated, usually from 61.6 µM), inactives show at the top dose FP activity change, negative = inhibition, hits mostly inhibitors; 0.23% of 270,000 active; active = well fitted inhibition curve with a large enough effect in the polarisation, with a control signal flat, not every such curve was filed as active; inconclusive = small, poorly fitted or top-dose-only effect, or effect the other way, or a change in a side signal; inactive = no such curve, though single readings can be large or run the other way; the % refers to the polarisation; also: potency is read from the fitted curve at half-maximal effect; % of control where 0% means no effect; many of its hits are not listed in these tables
GALK inh: qHTS Assay for Inhibitors of Human Galactokinase (GALK); P51570; AID 1868, 2009; Purified GALK, Kinase-Glo residual ATP luminescence; Potency, µM (titrated, usually from 57.5 µM), for the others: at the top dose activity change, negative = inhibition, usual class: inhibitors; 0.007% of 270,000 active; also: potency is read from the fitted curve at half-maximal effect; % is scaled to controls: 0 for no effect and ±100 for the full control effect
Target sequence (P51570 whole entry, looked up): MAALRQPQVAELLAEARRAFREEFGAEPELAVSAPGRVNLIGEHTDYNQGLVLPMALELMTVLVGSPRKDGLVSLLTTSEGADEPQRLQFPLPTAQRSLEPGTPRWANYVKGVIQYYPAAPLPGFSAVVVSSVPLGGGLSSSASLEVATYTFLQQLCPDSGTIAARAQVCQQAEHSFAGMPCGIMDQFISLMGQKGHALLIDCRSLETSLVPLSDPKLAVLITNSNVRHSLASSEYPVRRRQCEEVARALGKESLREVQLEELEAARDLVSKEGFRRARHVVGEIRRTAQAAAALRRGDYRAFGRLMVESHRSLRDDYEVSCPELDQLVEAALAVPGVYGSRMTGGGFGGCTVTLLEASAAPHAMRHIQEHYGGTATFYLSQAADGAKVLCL
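Kinase-Glo Plus luminescence measured ATP left after a 1 h room-temperature reaction. The reaction used 5 nM GALK, 100 uM galactose and 35 uM ATP at pH 8.0 (20 mM HEPES, 5 mM MgCl2, 60 mM NaCl, 1 mM DTT, 0.01% BSA).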
TRPV1 agonist: HTS Assay for Compounds that Act as Agonists of the Vanilloid Receptor 1; Transient receptor potential cation channel subfamily V member 1 (Homo sapiens), Q8NER1; TRPV1-expressing cells, Fluo-8 calcium influx, agonist mode; activation, % at 8.33 µM; 0.19% of 320,000 active; AID 540275, 2011; in the data active = activation above about 80%; inconclusive = between about 30% and that limit; also: 0% is about no effect
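Cells expressing TRPV1 were dye-loaded with Fluo-8 and read kinetically: 10 s baseline, 3 min after compound (agonist portion), then 2 min after EC20 capsaicin (allosteric enhancer portion). Calcium-bound dye fluorescence at 480/520 nm.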
PKM2 activator: qHTS Assay for Activators of Human Muscle isoform 2 Pyruvate Kinase; Pyruvate kinase PKM (Homo sapiens), P14618; purified PKM2, Kinase-Glo ATP luminescence, activation; response scale: 0% is enzyme alone, no compound; Potency, µM (highest dose often 57.5 µM), without a hit: at the top dose activation, actives largely listed as activators; 0.34% of 260,000 active; AID 1631, 2009; also: potency is read from the fitted curve at half-maximal effect; % is scaled to controls: 0 for no effect and ±100 for the full control effect; nearly all actives have a fitted effect of over 55% in size
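Purified hPK-M2 (>95%) run at intermediate activity with 0.1 mM ADP and 0.5 mM PEP in 50 mM imidazole pH 7.2, KCl, MgCl2; 1 h room temperature. ATP formed read by Kinase-Glo luminescence; normalized to uninhibited and no-enzyme controls.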
Active calls of the source: *; i = inactive; u = inconclusive; x = no result given; [ ] = dose if it differs, or a comment. Unless noted, calls follow the shape of the dose curve; as a rule, active = well fitted curve in the direction sought with a large enough effect; inconclusive = small, poorly fitted or top-dose-only effect, or another doubt; inactive = no such curve, though single readings can be large; an effect the other way counts as inactive or inconclusive.

SMILES	hERG WT inh	B2AR arrestin	USP2a inh	KCNH2 3.1 inh	FBPA coupling cs	Giardia kill	CXXC DNA block	Menin-MLL TR inh	GALK inh	TRPV1 agonist	PKM2 activator
CC(OC(=O)CCCOc1ccccc1)C(=O)NC(N)=O (stereo not given)	10	-0.1%	-1%	12	-1	24	-3%	x	-1%	6	-4%
Cc1cc2c(cc(C(=O)NCCCN3CCOCC3)n2Cc2ccc(Cl)cc2)o1	15	-0.1%	1%	-23	-6	18	0%	-10%	0%	-3	9%
O=CN(/C=C1\Sc2ccccc2C1=O)Cc1ccccc1	-6	0.0%	6%	8	3	6	-24%	u	-2%	10	5%
O=C(CSc1nnc(COc2ccccc2)o1)Nc1nccs1	2	5.1%	1%	1	2	-7	0%	13%	x	-2	1%
COc1cccc(CNC(=O)Cn2ncn3cccc3c2=O)c1OC	5	-1.4%	2%	5	-1	-19	x	-18%	x	3	1%
C=CCOc1c(Br)cc(/C=N\n2nnnc2N)cc1OC	8	-1.3%	-4%	4	-3	-19	9%	1%	1%	-3	-7%
[O-][n+]1onc2c1C(N1CCOCC1)CCC2N1CCOCC1 (stereo not given)	-12	0.2%	3%	-17	0	1	12%	2%	4%	0	5%
CCOc1ccccc1C(=O)Nc1cccc2ccccc12	-8	-0.4%	1%	16	-1	-21	8%	23%	0%	12	2%[11.5 µM]
CN(C)CCNC(=O)COc1ccc(C23CC4CC(CC(C4)C2)C3)cc1	i	-0.1%	0%	-36	-1	u	-8%	-21%	1%	2	-1%
C=C(C)CCC(C)N1CCC(n2nccc2NC(=O)CCCc2ccccc2)CC1 (stereo not given)	5	0.5%	3%	-7	x	-9	19%	x	-9%	8	x
CCOc1ccc(-c2nnc3ccc(SCC(=O)Nc4nc5ccc(C)cc5s4)nn23)cc1	-3	-0.7%	2%	-4	-2	-8	-1%	2%	-2%	2	-4%
O=C(N/N=C/c1nn(-c2ccccc2)cc1-c1ccc(Cl)cc1)c1ccncc1	x	0.1%	-1%	x	1	x	2%	5%	-1%	-4	15%
CC1CCCCC1NC(=O)c1cccc(NC2=NC3CS(=O)(=O)CC3S2)c1 (stereo not given)	-16	0.1%	2%	-5	1	-11	x	-1%	x	2	0%
COc1ccc(C(=O)NCC2OCCc3ccccc32)c(O)c1 (stereo not given)	6	-0.8%	1%	4	-2	-14	4%	15%	0%	u	0%
COc1cc(C)c(S(=O)(=O)N2CCOCC2)cc1C	-1	0.0%	-2%	-14	-3	-6	-9%	-18%	-4%	4	-4%
Cc1nc(S(=O)(=O)c2ccc(Cl)cc2)c(N(C)C)o1	3	-0.1%	2%	4	0	2	-5%	-22%	-2%	0	x
O=C(O)CCC(=O)NC1CCCCCCC1	-4	-0.9%	3%	-13	3	4	6%	0%	1%	-2	-2%
CCn1cc(SCC(=O)NC2CCCC2)c2ccccc21	-3	-1.0%	-1%	-5	0	-11	3%	-12%	4%	19	-7%
Cc1cc(C)n2c(SCCO)nnc2n1	-3	0.3%	-1%	3	-2	-9	-1%	x	-2%	-1	-2%
O=C(CSCc1c(Cl)cccc1Cl)Nc1cccnc1	39	-0.1%	-1%	-3	1	10	1%	0%	-4%	u	5%
CCCCCNc1nc(-c2ccccc2)cs1	x	-0.3%	1%	x	0	x	14%	4%	-1%	10	-5%
CCOC(=O)C1CCCCN1Cc1ccc(F)c(Br)c1 (stereo not given)	-4	-0.8%	-6%	1	1	0	28%	-6%	2%	1	-3%
Cc1nc(-c2cccnc2)sc1C(N)=O	0	-0.5%	1%	8	-1	-3	-2%	-5%	-4%	0	-2%
COc1ccc(N=c2oc3c(OC)cccc3cc2C(=O)NCc2ccco2)cc1OC	0	-0.4%	0%	27	-1	-2	26%	10%	-1%	4	-11%
C[C@@H]1CN(c2nc3nonc3nc2N2CCSCC2)C[C@H](C)O1	-9	0.3%	1%	-10	4	4	-14%	12%	1%	2	-2%
c1ccc(-n2nnnc2SCc2cn3ccccc3n2)cc1	5	0.1%	1%	-12	0	-1	3%	-2%	-3%	1	u
CCCN(CCC)S(=O)(=O)c1ccc(C(=O)NCc2n[nH]c(=S)n2-c2ccc(Cl)c(Cl)c2)cc1	x	0.1%	4%	-24	2	6	-3%	u	6%	-4	2%
Cc1ccc(C2CC(c3cccs3)=NN2C(=O)CCl)cc1 (stereo not given)	3	0.0%	0%	-5	2	-4	-8%	u	3%	-4	x
CCc1ccc(-c2csc3ncn(CC(=O)N4CCOCC4)c(=O)c23)cc1	-2	-0.2%	4%	24	3	4	-1%	1%	0%	0	-5%
Cc1ccc[n+](CC(=O)c2ccc(Br)cc2)c1	-9	-1.2%	-1%	-8	2	-4	0%	-10%	-1%	0	-1%
Cc1cc(NS(=O)(=O)c2ccc(NC(=O)C(C)N3C(=O)c4ccccc4C3=O)cc2)nc(C)n1 (stereo not given)	-13	0.2%	1%	-8	1	-2	-4%	-1%	0%	-4	0%
Cc1ccc(C(=O)N(CC(=O)NC2CCCC2)c2ccc3c(c2)OCCO3)s1	9	0.0%	0%	3	1	-21	3%	-21%	6%	1	x
C[C@]12c3[nH]c4ccccc4c3CCN1C(=O)C(CC(=O)NCCN1CCOCC1)C[C@@H]2C(=O)N1CCOCC1 (stereo not given in full)	1	-0.1%	3%	-2	x	1	x	x	x	x	x
CC1CC(C)CN(CC(=O)Nc2ccc(S(N)(=O)=O)cc2)C1 (stereo not given)	-3	0.1%	0%	-3	0	-10	-1%	20%	2%	0	-4%
Cc1ccc(S(=O)(=O)N2CCOCC2)cc1NC(=O)COC(=O)Cn1c(C)csc1=O	1	-0.9%	-1%	-10	x	-14	x	x	x	0	x
CCOC(=O)c1cnc(SCC(=O)OCC(=O)N(CC)C2CCS(=O)(=O)C2)nc1N (stereo not given)	19	-0.1%	-1%	-7	x	4	x	x	x	-2	x
COc1ccc(-c2nc(-c3ccc(NC(=O)c4ccc(Br)o4)cc3)no2)cc1OC	-6	-0.5%	1%	-6	-1	-2	2%	42%[activator]	0%	2	-14%
CCc1sc(NC(=O)CCC(=O)O)nc1-c1cc2ccccc2oc1=O	x	-0.4%	0%	-17	6	-11	1%	4%	0%	-1	3%
Cc1c(C(=O)O)sc2nc(-c3cccs3)cc(C(F)(F)F)c12	5	0.0%	0%	2	1	5	-10%	u	-9%	1	-10%
COc1ccc([N+](=O)[O-])cc1NC(=O)C(C)OC(=O)C1CC(=O)N(Cc2ccco2)C1 (stereo not given)	11	-0.1%	-2%	-4	x	-20	x	x	x	0	x
Cc1ccc(C)c(N2CCN(C(=O)c3cccn4c(=O)c5sccc5nc34)CC2)c1	13	0.1%	3%	3	1	12	6%	u	0%	6	1%
O=C(O)CCC(=O)Nc1ccc2c(c1)oc1ccccc12	30	0.0%	-6%	-21	2	10	0%	19%	-6%	-3	5%
COc1ccc(C2=NO[C@@H]3C(=O)N(Cc4ccccc4)C(=O)[C@H]23)cc1OC	-15	0.2%	0%	-4	1	15	0%	3%	0%	12	-4%
CC1(Cc2cn(CCC#N)c3ccccc23)OCCO1	-2	0.1%	0%	8	-1	-5	1%	-1%	2%	-1	1%
CCn1cc(/C=C/C(=O)Nc2c(C)nn(Cc3ccccc3C)c2C)cn1	-4	-0.4%	4%	9	6	8	-12%	-15%	x	0	-7%

These rows are one share of the data. The share of hits here may be higher or lower than overall.
